GLP1R cytotox – qHTS of GLP-1 Receptor Inverse Agonists: Cytotox Screen; HEK293 cAMP-luciferase reporter cells, luminescence, 24 h; 410,000 compounds, 0.13% hits; Potency, µM (series often up to 38.3 µM), for the others: top-dose activity change, negative = inhibition, actives largely listed as inhibitors; AID 624418, 2012;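 further: loss of luciferase light is scored as toxicity; potency means the concentration at half of the fitted maximal effect; on the % scale 0 is the no-effect control and ±100 the full control effect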
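Step one: seed cells (200 cells/uL, DMEM with 10% Nu serum, 1% pen-strep). Step two: 12-hour incubation at 37 deg C. Step three: pin 23 nL compound, incubate 24 hr. Step four: add luciferase reagent, read luminescence 12 min later.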
IL1B secr inh – qHTS for Inhibitors of Inflammasome Signaling: IL-1-beta AlphaLISA Primary Screen; THP-1 LPS/ATP IL-1B secretion, AlphaLISA, 16 h; stronger effect = lower value; activity change, % at 57.5 µM; 360,000 compounds, 4.7% hits; in the data active means activity change below about -50%; inconclusive means mostly about -30% to -49%; further: on the % scale 0 is the no-effect control and ±100 the full control effect
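THP-1 cells pretreated 1 hr with compounds (up to 57.5 uM final), then stimulated with LPS (250 ng/mL final) plus ATP (1.25 mM final); secreted IL-1B measured by AlphaLISA after 16 hr, decreased signal indicating inhibition.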
D3 ag – qHTS of D3 Dopamine Receptor Agonist: qHTS; D(3) dopamine receptor (Homo sapiens), P35462; D3R DiscoveRx beta-arrestin cells, luminescence, 90 min; max activation, %; 410,000 compounds, 0.58% hits; AID 652048, 2013; in the data active means max activation above about 30%; further: 0% is about no effect; mostly tested at two doses, the higher about 12 µM
Target sequence (P35462 whole entry, looked up): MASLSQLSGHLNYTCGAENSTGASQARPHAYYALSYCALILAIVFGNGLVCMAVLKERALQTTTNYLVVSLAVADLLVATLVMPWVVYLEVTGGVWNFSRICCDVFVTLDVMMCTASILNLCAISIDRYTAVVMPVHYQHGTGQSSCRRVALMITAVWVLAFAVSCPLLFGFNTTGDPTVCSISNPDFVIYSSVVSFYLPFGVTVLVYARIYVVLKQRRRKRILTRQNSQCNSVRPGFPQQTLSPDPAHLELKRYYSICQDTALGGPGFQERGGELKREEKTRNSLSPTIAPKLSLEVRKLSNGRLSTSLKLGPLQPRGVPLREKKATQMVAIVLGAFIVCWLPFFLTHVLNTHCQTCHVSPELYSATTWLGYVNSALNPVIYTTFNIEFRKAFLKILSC
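Agonist mode: compounds and dopamine controls were applied to plated cells for 90 min at 37 degrees C after an overnight attachment at 1500 cells/well. Luminescent read-out followed 30 - 60 minutes at room temperature with DiscoveRx detection reagent.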
MCF10A rerep – A quantitative high throughput screen for small molecules that induce DNA re-replication in MCF 10a normal breast cells; MCF 10A DNA re-replication, Hoechst nuclear intensity, 48 h; Potency, µM (series often up to 46.1 µM), without a hit: top-dose activity, positive = re-replication, actives largely listed as activators; 350,000 compounds, 2.9% hits; AID 624296, 2012; further: potency means the concentration at half of the fitted maximal effect; % of control where 0% means no effect; nearly all actives have a fitted effect of over 50% in size
SW480 rerep – A quantitative high throughput screen for small molecules that induce DNA re-replication in SW480 colon adenocarcinoma cells; SW480 DNA re-replication, Hoechst DNA content imaging, 48 h; Potency, µM (highest dose often 46.1 µM), for inactives: top-dose re-replication activation, usual class: activators; 340,000 compounds, 1.8% hits; AID 624297, 2012; further: potency means the concentration at half of the fitted maximal effect; % of control where 0% means no effect; nearly all actives have a fitted effect of over 55% in size
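Quantitative HTS format with DMSO vehicle controls; 48 hr drug incubation at 37 C, then 40 min Hoechst staining and scanning imager measurement at 405 nm excitation.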
KB-V1 MDR tox – qHTS assay for MDR1-selective chemotherapeutics: Primary screen using the drug-selected MDR subline cells KB-V1; 400,000 compounds, 3.4% hits; KB-V1 MDR cells viability, CellTiter-Glo, 72 h; AID 1347076, 2019; Potency, µM (top dose mostly 46.1 µM), inactives show top-dose activity change, negative = cytotoxicity, hits mostly cytotoxic; further: potency means the concentration at half of the fitted maximal effect; on the % scale 0 is the no-effect control and ±100 the full control effect; nearly all actives have a fitted effect of over 60% in size
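Cytotoxicity toward P-gp-expressing KB-V1 cells was determined as loss of CellTiter-Glo luminescence after 72 h at 37 degrees C. Compounds were tested in quantitative HTS format across a concentration range, with curves fitted to normalized data.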
HT1080 IDH1KD tx – qHTS for induction of synthetic lethality in tumor cells producing 2HG: qHTS for the HT-1080-IDH1KD cell line; 360,000 compounds, 2% hits; HT-1080 IDH1 knockdown viability, ATP luminescence, 48 h; AID 686971, 2013; Potency, µM (series often up to 46.1 µM), without a hit: at the highest dose activity, negative = toxicity, hits mostly cytotoxic;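 further: potency means the concentration at half of the fitted maximal effect; 0% = DMSO wells and -100% = cell-free medium wells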
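% activity derives from luminescence (CellTiter-Glo), normalised to DMSO and no-cell wells. HT-1080-IDH1KD cells, 750/well, had 48 h compound exposure at 37 °C.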
HT1080-NT tox – qHTS for induction of synthetic lethality in tumor cells producing 2HG: qHTS for the HT-1080-NT fibrosarcoma cell line | HT-1080-NT fibrosarcoma viability, CellTiter-Glo ATP luminescence, 48 h | 360,000 compounds, 1.6% hits | Potency, µM (series often up to 46.1 µM), for inactives: at the top dose activity, negative = less viability, hits mostly cytotoxic;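 further: NT is the 2HG producing partner of a matched IDH1 knockdown line; potency means the concentration at half of the fitted maximal effect; 0% = DMSO-treated cells and -100% = media-only wells without cells; nearly all actives have a fitted effect of over 55% in size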
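Compounds were tested in concentration-response format on HT-1080-NT cells for 48 hours at 37 degrees C. Cell viability came from CellTiter-Glo luminescence; curves were classified by r2, response magnitude and activity.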
KB-3-1 tox – qHTS assay for MDR1-selective chemotherapeutics: Primary screen using the parental adenocarcinoma cell KB-3-1; KB-3-1 viability, CellTiter-Glo ATP luminescence, 72 h; Potency, µM (highest dose often 46.1 µM), for inactives: at the top dose activity change, negative = cytotoxic, most hits filed as cytotoxic; 400,000 compounds, 1.4% hits; AID 1347075, 2019; further: potency means the concentration at half of the fitted maximal effect; on the % scale 0 is the no-effect control and ±100 the full control effect; nearly all actives have a fitted effect of over 60% in size
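Multi-concentration cytotoxicity screen in KB-3-1 cells grown in DMEM lacking phenol red with 10% FBS. After 72 h at 37 °C with compound, ATP-dependent luminescence was recorded.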
* hit, by the source's call; ? = inconclusive; nt = not tested or not shown; [ ] = another dose, or the depositor's remark. Unless noted, the call rests on the fitted dose curve; in most records, active means well fitted curve in the direction sought with a large enough effect; inconclusive means small, poorly fitted or top-dose-only effect, or another doubt; inactive means no such curve, though single readings can be large; an effect the other way counts as inactive or inconclusive.

Results follow in this order: GLP1R cytotox | IL1B secr inh | D3 ag | MCF10A rerep | SW480 rerep | KB-V1 MDR tox | HT1080 IDH1KD tx | HT1080-NT tox | KB-3-1 tox
1: CCOC(=O)c1cnc(-n2nc(C)cc2C)nc1NC1CCCC1
 : ? | 24.0 | -8.2 | 0.0% | -14.3% | 5.17µM* | ? | ? | -24.4%
2: O=C(Nc1nc(-c2ccc3ccccc3c2)cs1)C1CCN(S(=O)(=O)c2cccs2)CC1
 : -9.6% | 15.2 | 6.3 | -43.4%[inhibitor] | -137.3%[inhibitor] | 2.59µM* | -19.7% | -7.0% | 4.61µM*
3: O=Cc1ccc2c(c1)OCCOCCOCCOCCO2
 : -7.3% | -3.9 | 7.2 | nt | nt | -7.6% | -0.7% | 0.0% | -5.3%
4: COc1ccc(-c2cccc(NC(=O)c3ccco3)c2)nn1
 : 1.8% | -9.9 | 0.5 | 8.3% | -3.5% | -25.2% | -0.9% | -2.3% | 9.4%
5: CCCCNC(=O)c1cc2c(C)cc(C)cc2[nH]1
 : -11.9% | -13.4 | -8.7 | 2.7% | 9.0% | 9.1% | 4.6% | 8.1% | 23.9%
6: O=C(Nc1ccncc1)c1cn(-c2ccccc2)nc1-c1cccs1
 : -20.9% | -21.0 | 0.1 | ? | 3.5% | ? | ? | ? | -11.5%
7: Cc1cc(/C=C2\SC(=Nc3ccc(F)cc3)NC2=O)c(C)n1-c1ccc(S(N)(=O)=O)cc1
 : -24.8% | -8.2 | -3.5 | 1.64µM* | 8.2µM* | -19.7% | 5.17µM* | 6.51µM* | 6.51µM*
8: Cc1ccc(C(=O)N/C(=C\c2ccc([N+](=O)[O-])cc2)C(=O)NCCc2ccccc2)cc1
 : -6.7% | 9.5 | -18.4 | -4.1% | -0.8% | 4.5% | 11.2µM* | ? | 5.2%
9: Cc1ccc(N2CCN(C(=O)C(=O)c3ccc(F)c(F)c3)CC2)cc1
 : 2.0% | -12.2 | -0.2 | nt | nt | -29.2% | -2.1% | -8.0% | -2.9%
10: CN(Cc1nc2ccc(F)cc2[nH]1)Cc1nc(CC2CC2)no1
 : 6.0% | 64.6 | -5.4 | -7.2% | -6.2% | -16.2% | 1.2% | 0.6% | 5.8%
11: O=C(C1CCN(S(=O)(=O)c2cnc[nH]2)CC1)N1CCc2ccccc2C1
 : -15.1% | 0.0 | -4.1 | -2.8% | -5.3% | 24.3% | 15.4% | 7.5% | -0.6%
12: CN(C)C=NC1=NN(c2cccc(C(F)(F)F)c2)CC1
 : ? | -13.3 | -0.3 | 13.7% | -3.8%[9.22 µM] | 2.06µM* | -11.2% | -17.2% | 20.6µM*
13: CCCCCN(C(=O)CCC(=O)OCC(=O)Nc1cccc(SC)c1)c1c(N)n(CCCC)c(=O)[nH]c1=O
 : 14.4% | -10.2 | 2.4 | 3.7% | -2.7% | ? | -19.7% | 0.8% | -7.3%
14: COC(=O)c1ccc(COC(=O)CNC(=O)CNC(=O)c2ccc(OC)cc2)cc1
 : ? | -67.3* | 6.7 | 3.6% | -142.6%[inhibitor] | -7.0% | 4.7% | 7.8% | 7.7%
15: CCN(C[C@H]1N[C@@](Cc2ccccc2)(C(=O)OC)[C@H]2C(=O)N(C)C(=O)[C@@H]12)C(=O)COC
 : 5.9% | 0.0 | -6.2 | 11.3% | 7.8% | -0.8% | -1.2% | 2.0% | -6.6%
16: COc1ccc(-c2cc(C(F)(F)F)nc(SCC(=O)N(C)Cc3cnn(C)c3C)n2)cc1OC
 : 0.1% | -4.5 | 0.3 | 1.2% | -7.5% | -25.9% | 15.5% | 13.1% | ?
17: CC1CCCCN1S(=O)(=O)c1ccc(C(=O)Nc2nnc(-c3ccccn3)o2)cc1 (stereo not drawn)
 : -5.5% | 17.0 | -0.4 | ? | ? | ? | -13.1% | -23.9% | ?
18: CCOc1ccc(CCNC(=O)COC(=O)c2ccc(OC(C)C)cc2)cc1OCC
 : 10.1% | -12.0 | 0.6 | 7.1% | -1.3% | -12.3% | -5.1% | 1.7% | 9.6%
19: O=c1oc(-c2ccco2)nc2ccccc12
 : -8.7% | 14.5 | 0.3 | 12.3% | -2.6% | 23.7% | 1.4% | 4.2% | -3.8%
20: Cc1cc2ccccc2c(=O)[nH]1
 : -2.2% | 14.2 | 0.7 | -8.4% | -1.6% | 4.6% | 12.4% | 3.7% | 19.3%
21: COc1ccccc1NC(=O)C(C(C)C)N1C(=O)c2ccccc2C1=O (stereo not drawn)
 : -8.1% | 7.2 | 7.7 | 6.0% | -1.3% | -11.5% | 11.7% | 0.6% | -2.1%
22: COc1ccc(Cl)cc1NC(=S)NCCSc1ccc(C)cc1
 : ? | -14.9 | -7.0 | 23.1µM* | -5.3% | 4.0% | -5.8% | -1.7% | 4.9%
23: O=Nc1c(O)n(Cc2ccc(Cl)cc2)c2ccccc12
 : -16.3% | -87.8* | 2.0 | ? | 13.4% | -16.0% | ? | ? | 2.0%
24: Nc1nc(SCC(=O)Nc2ccccc2)[nH]c(=O)c1-c1ccccc1
 : 5.1% | -0.2 | -15.8 | 11.1% | 2.3% | -14.4% | -9.6% | -8.8% | -1.0%
25: OCCN1CCN(C(=S)c2ccc(-c3ccccc3)cc2)CC1
 : 2.4% | nt | -6.7 | -25.1% | ? | -24.8% | -2.8% | -0.6% | -9.0%
26: Cc1ccc(OCC(=O)N2CCN(C(=O)c3cccc(F)c3)CC2)cc1
 : -4.0% | 21.7 | 4.6 | 7.1% | -4.9% | 11.4% | -3.8% | 8.6% | 9.3%
27: COc1ccc(CN(CC2CCC(C(=O)O)CC2)C(=S)Nc2cccc(C)c2)cc1 (stereo not drawn)
 : 2.2% | 16.9 | -4.0 | -4.8% | -5.2% | 2.8% | 5.4% | -2.1% | 0.8%
28: Cc1ncc(CN2CCC(n3nccc3NC(=O)c3ccccc3)CC2)s1
 : 9.5% | -8.4 | 1.0 | 0.0% | -5.1% | 5.4% | 12.4% | 3.7% | 0.0%
29: CC(C)N1CCN(Cc2ccccc2-c2ccco2)CC1CCO (stereo not drawn)
 : 14.1% | -4.5 | -10.8 | 8.5% | 0.1% | ? | -0.5% | -10.6% | ?
30: CCOc1ccc(C(=O)NCCN2CCCCC2)c(OCC)c1
 : 11.9% | -4.9 | -19.5 | 7.7% | -1.1%[9.22 µM] | -1.4% | 11.3% | 0.9% | -1.0%
31: N#CCCn1cc(/C=N/O)c(-c2ccc(Cl)cc2)n1
 : 0.7% | -23.2 | -29.9 | 9.9% | 1.6% | -9.6% | -24.6% | -2.1% | -1.3%
32: COc1cc(C(=O)NCCCN2CCCC2=O)cc(Br)c1OCc1ccccc1
 : -5.4% | 5.9 | -7.0 | ? | -7.8% | -11.3% | 1.7% | -3.9%[9.24 µM] | -14.6%
33: Cc1ccc(-c2ccccc2)n1-c1ccc(C(=O)O)cc1
 : -14.8% | -8.2 | -0.1 | ? | 6.0% | 13.6% | 0.2% | 1.0% | 0.9%
34: CCc1nc2oc3ccccc3c(=O)c2c(=O)n1Cc1ccccc1
 : 0.4% | 0.0 | -1.6 | 0.7% | -17.6% | -8.7% | 1.5% | -1.7% | 10.0%
35: CCN(CC(=O)Nc1c(F)cccc1F)C(=O)CN1C(=O)NC2(CCCC2)C1=O
 : -3.8% | 22.2 | 7.9 | -2.3% | -64.3%[inhibitor] | 30.1% | 5.0% | 7.7% | 5.3%
36: CCOc1cc(/C=N/NC(=O)c2ccncc2)ccc1OC(=O)c1ccccc1
 : -28.1% | 6.6 | 5.1 | ? | -13.2% | ? | -2.7% | -2.6% | 17.0%
37: Cc1cc(C)cc(OC(=O)c2snnc2C)c1
 : -3.3% | nt | -4.0 | nt | nt | 2.6% | nt | nt | -8.3%
38: CC(=O)N1c2ccc(S(=O)(=O)NCCC(=O)Nc3ncccc3C)cc2CC1C (stereo not drawn)
 : -3.9% | 13.0 | 8.9 | -0.7% | 8.3% | 7.2% | 2.7% | 1.8% | 7.4%
39: CCOn1c(=O)c(=O)n(OC)c2ccccc21
 : 1.0% | 12.4 | -0.7 | -2.8% | 3.4% | 12.8% | 2.7% | 5.4% | 2.3%
40: COC(=O)c1cccnc1-n1c(=O)c2cccnc2n(CC(=O)Nc2ccccc2F)c1=O
 : 2.8% | nt | -7.0 | nt | nt | 22.7% | nt | nt | ?
41: CCC1CCCCN1Cc1nc2c(c(=O)n(C)c(=O)n2C)n1CCC(C)C (stereo not drawn)
 : 0.6% | 20.4 | 1.1 | 4.1% | -10.1% | -2.5% | 14.4% | 0.9% | ?
42: CCn1ccnc1CN(C)Cc1nc(Cc2cccc(C(F)(F)F)c2)no1
 : -1.5% | 19.6 | 2.1 | -1.0% | 3.5% | ? | -0.2% | 2.2% | 0.2%
43: CCOc1ccc(Cl)cc1/C=N/NC(=O)c1ccccc1
 : 2.7% | 14.3 | -45.7 | 1.0% | -5.0% | 7.4% | 13.1% | 19.8% | 3.7%
44: CN(C(=O)c1cccc(NC(=O)Cc2ccc(NC(=O)C3CCN(C(=O)CCc4ccccc4)CC3)cc2)c1)C1CCCCC1
 : -9.0% | -9.0 | 0.0 | 3.0% | ? | -0.9% | -27.2% | -10.4% | 0.0%

Screening results from PubChem.
